Menin-MLL TR inh: displaces Texas Red mutant MLL peptide from human menin. actives 0.23% (n = 270,000). Potency, µM (highest dose often 61.6 µM), for the others: top-dose FP activity change, negative = inhibition, hits mostly inhibitors. Menin + Texas Red MLL mutant peptide, fluorescence polarization; active = well fitted inhibition curve with a large enough effect in the polarisation, with a control signal flat, not every such curve was filed as active; inconclusive = small, poorly fitted or top-dose-only effect, or effect the other way, or a change in a side signal; inactive = no such curve, though single readings can be large or run the other way; the % refers to the polarisation; also: potency is read from the fitted curve at half-maximal effect; % of control where 0% means no effect; many of its hits are not listed in these tables
USP2a inh: USP2a (human) protease inhibition; Potency, µM (series often up to 38.3 µM), for inactives: at the top dose activity change, negative = inhibition, hits mostly inhibitors; actives 0.01% (n = 330,000); USP2 core, Ub-CHOP2 coupled fluorogenic reporter, 485/531; O75604;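 also: potency is read from the fitted curve at half-maximal effect; plate controls were DMSO wells for no effect and full inhibition by NEM control for full effect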
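Cell-free coupled assay: 10nM USP2 core preincubated 30min RT with compound in Tris-HCl pH 8.0/CaCl2/CHAPS buffer, then 25nM Ub-CHOP2 and 25nM reporter substrate; fluorescence (Ex 485/Em 531) read after 60min RT, normalized to NEM inhibition, concentration-response curves fitted.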
KCNH2 WT inh: blocks the wildtype human KCNH2 potassium channel; Q12809; U2OS, BacMam KCNH2, thallium flux FluxOr; stronger effect = lower value; activity change, % at 1.84 µM; actives 0.37% (n = 340,000);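 active = maximum activity change below -70%; inconclusive = maximum activity change between -70% and -50%; inactive = maximum activity change above -50%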; also: % is scaled to controls: 0 for no effect and ±100 for the full control effect
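U2OS cells were transduced with wild-type KCNH2 virus (2.03 x 10^8 / mL) for 4 h at room temperature, then cultured overnight at 37 C. Thallium flux was read with FluxOr dye. Rate constants were normalized to DMSO controls.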
FBPA coupling cs: coupling enzyme interference in Giardia aldolase counter-screen; coupling enzyme system counterscreen, AmpLite Red fluorescence; activity change, negative = inhibition, % at 58.2 µM, hits read low; actives 0.67% (n = 290,000); AID 2472; in the data active = activity change below about -30%; also: % is scaled to controls: 0 for no effect and ±100 for the full control effect
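Coupling enzymes only (glyceraldehyde-3-phosphate) + compound, at 57.5 uM final, 10 min RT; add substrate/coupling/AmpLite Red mix, 20 min RT; fluorescence ex 525/em 598 nm. Actives flag coupling-system interference.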
KCNH2 3.1 block: blocks the human KCNH2 3.1 channel isoform; U2OS KCNH2 3.1, thallium flux FluxOr; stronger effect = lower value; activity change, % (tested at about 1.8 µM); actives 0.95% (n = 340,000);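 active = maximum activity change below -70%; inconclusive = maximum activity change from -70% to -50%; inactive = maximum activity change above -50%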;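 also: thallium influx rate constant from kinetic fluorescence after stimulation buffer; % is scaled to controls: 0 for no effect and ±100 for the full control effect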
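U2OS cells transduced with KCNH2 3.1 mutant virus (1.77 x 10^8 /mL, 4 h), plated overnight at 37 C, loaded 45 min with FluxOr dye plus Red40 quencher. Thallium flux rate constant from kinetic reads after stimulation buffer, normalised to controls.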
Giardia kill: kills Giardia lamblia; Giardia lamblia trophozoite viability; activity change, % at 7.66 µM, hits read low; actives 0.15% (n = 340,000); in the data active = activity change below about -80%; inconclusive = between about -30% and that limit;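 also: parasites exposed to compound for two days anaerobically before the ATP read; % is scaled to controls: 0 for no effect and ±100 for the full control effect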
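Giardia lamblia trophozoites (100 cells/well) were incubated with compounds for 48 h at 37 deg C under anaerobic conditions. Viability was read as ATP content by one-step luminescence after 15-30 min at room temperature.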
TRPV1 agonist: human TRPV1 agonism; actives 0.19% (n = 320,000); TRPV1-expressing cells, Fluo-8 calcium influx, agonist mode; Q8NER1; activation, % at 8.33 µM; in the data active = activation above about 80%; inconclusive = between about 30% and that limit; also: 0% is about no effect
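Cells expressing TRPV1 were dye-loaded with Fluo-8 and read kinetically: 10 s baseline, 3 min after compound (agonist portion), then 2 min after EC20 capsaicin (allosteric enhancer portion). Calcium-bound dye fluorescence at 480/520 nm.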
GALK inhibitor: galactokinase (human) inhibition | P51570 | Purified GALK, Kinase-Glo residual ATP luminescence | Potency, µM (series often up to 57.5 µM), for the others: top-dose activity change, negative = inhibition, hits mostly inhibitors | actives 0.007% (n = 270,000) | AID 1868; also: potency is read from the fitted curve at half-maximal effect; % is scaled to controls: 0 for no effect and ±100 for the full control effect
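Human GALK (5 nM) with 35 uM ATP and 100 uM galactose in 20 mM HEPES pH 8.0, 5 mM MgCl2, 60 mM NaCl, 1 mM DTT, 0.01% BSA. After 1 h at room temperature, leftover ATP was read by Kinase-Glo Plus luminescence.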
B2AR arrestin: recruits beta-arrestin to the human beta2-adrenergic receptor; P07550; beta-arrestin recruitment to beta2AR, cell-based reporter; Potency, µM (titrated, usually from 46.1 µM), without a hit: at the highest dose activation, most hits filed as activators; actives 0.02% (n = 330,000); AID 492947;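 also: potency is read from the fitted curve at half-maximal effect; 0% = DMSO controls and full agonism = EC100 isoproterenol or metaproterenol; nearly all actives have a fitted effect of over 65% in size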
Target sequence (P07550 whole entry, looked up): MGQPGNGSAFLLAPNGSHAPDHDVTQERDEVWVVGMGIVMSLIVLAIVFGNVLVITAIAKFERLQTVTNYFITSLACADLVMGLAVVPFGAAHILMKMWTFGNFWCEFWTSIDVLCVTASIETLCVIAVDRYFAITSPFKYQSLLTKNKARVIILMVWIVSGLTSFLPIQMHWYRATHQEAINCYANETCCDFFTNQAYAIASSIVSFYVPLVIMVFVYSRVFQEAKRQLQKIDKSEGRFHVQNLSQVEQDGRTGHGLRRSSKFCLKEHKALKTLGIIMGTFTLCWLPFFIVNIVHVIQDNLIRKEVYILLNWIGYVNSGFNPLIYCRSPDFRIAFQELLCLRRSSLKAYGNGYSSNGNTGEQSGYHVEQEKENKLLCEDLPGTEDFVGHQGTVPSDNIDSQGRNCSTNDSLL
PKM2 activator: activators of human pyruvate kinase M2 | P14618 | purified PKM2, Kinase-Glo ATP luminescence, activation; response scale: 0% is enzyme alone, no compound | Potency, µM (top dose mostly 57.5 µM), for the others: at the highest dose activation, most hits filed as activators | actives 0.34% (n = 260,000) | AID 1631; also: potency is read from the fitted curve at half-maximal effect; % is scaled to controls: 0 for no effect and ±100 for the full control effect; nearly all actives have a fitted effect of over 55% in size
Target sequence (P14618 whole entry, looked up): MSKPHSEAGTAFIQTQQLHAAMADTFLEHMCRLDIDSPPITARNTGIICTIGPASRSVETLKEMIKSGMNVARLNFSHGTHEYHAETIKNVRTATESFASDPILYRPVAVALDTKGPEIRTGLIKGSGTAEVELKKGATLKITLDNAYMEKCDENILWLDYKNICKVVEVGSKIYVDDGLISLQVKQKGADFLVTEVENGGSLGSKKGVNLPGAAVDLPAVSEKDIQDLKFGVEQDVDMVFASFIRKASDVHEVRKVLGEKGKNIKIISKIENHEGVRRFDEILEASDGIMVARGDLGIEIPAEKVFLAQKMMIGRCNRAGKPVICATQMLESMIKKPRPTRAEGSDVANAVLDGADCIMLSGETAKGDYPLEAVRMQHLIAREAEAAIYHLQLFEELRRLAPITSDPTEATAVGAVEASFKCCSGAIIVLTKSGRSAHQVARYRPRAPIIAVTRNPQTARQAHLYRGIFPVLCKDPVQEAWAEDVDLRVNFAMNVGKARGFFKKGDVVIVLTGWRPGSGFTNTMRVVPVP
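Purified hPK-M2 (>95%) run at intermediate activity with 0.1 mM ADP and 0.5 mM PEP in 50 mM imidazole pH 7.2, KCl, MgCl2; 1 h room temperature. ATP formed read by Kinase-Glo luminescence; normalized to uninhibited and no-enzyme controls.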
CXXC DNA block: MLL CXXC-DNA interaction inhibition; Q03164; MLL-CXXC / FITC-HOXA9 DNA fluorescence polarization; Potency, µM (titrated, usually from 115 µM), for inactives: at the top dose activity change, negative = inhibition, most hits filed as inhibitors; actives 0.037% (n = 290,000); AID 2662; active = well fitted inhibition curve with a large enough effect in the polarisation, with a control signal flat, not every such curve was filed as active; inconclusive = small, poorly fitted or top-dose-only effect, or effect the other way, or a change in a side signal; inactive = no such curve, though single readings can be large or run the other way; the % refers to the polarisation; also: potency is read from the fitted curve at half-maximal effect
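Fluorescence polarization: 7 uM MLL-CXXC (stock) preincubated 5 min with compounds, then 50 nM fluorescein-HOX-A9 DNA (stock) added; 30 min ambient. Buffer 50 mM Tris-HCl pH 7.5, 50 mM NaCl, 1 mM DTT, 0.05% BSA.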
* marks the source's active call; other numbers are inactive results; ? = inconclusive; · = not tested or not shown. Unless noted, calls follow the shape of the dose curve; as a rule, active = well fitted curve in the direction sought with a large enough effect; inconclusive = small, poorly fitted or top-dose-only effect, or another doubt; inactive = no such curve, though single readings can be large; an effect the other way counts as inactive or inconclusive. The list is partial. The share of hits here may be higher or lower than overall.

SMILES	Menin-MLL TR inh	USP2a inh	KCNH2 WT inh	FBPA coupling cs	KCNH2 3.1 block	Giardia kill	TRPV1 agonist	GALK inhibitor	B2AR arrestin	PKM2 activator	CXXC DNA block
Cc1cccc(NC(=S)NCC(C)CSc2ccc(Cl)cc2)c1 (stereo not given)	?	-1%	-9	0	-17	-24	17	-1%	-1.1%	3%	6%
Cc1cc(C)nc(N2CCCC(C(=O)NC(C)CCc3ccco3)C2)n1 (stereo not given)	-10%	0%	-10	6	-1	-2	18	3%	-1.0%	-2%	4%
CCOC(CCNC(=O)c1cn(CCOC)c(=O)c2c1c1ccccc1n2C)OCC	-18%	1%	-14	-2	4	-3	-4	1%	-0.1%	·	-3%
CC(C)Nc1nc(NC(C)C)nc(N(C#N)CCOc2ccc(Cl)cc2Cl)n1	5%	-8%	-8	-1	-45	-11	9	-4%	0.3%	24%	4%
O=C(c1ccncc1)N(c1ccc2oc3c(c2c1)CCCC3)S(=O)(=O)c1ccc(F)cc1	4%	-2%	2	1	-35	-19	0	0%	-0.6%	-4%	15%
Cc1ccc(N(C(=O)Cn2nnc(-c3ccccc3)n2)C(C(=O)NC2CCCCC2)c2ccccn2)cc1C (stereo not given)	?	3%	4	0	-10	-15	?	3%	-0.7%	4%	4%
N#C/C(=C/c1cccc([N+](=O)[O-])c1)c1nnc2n1CCCCC2	6%	0%	4	4	-5	3	2	0%	-0.1%	9%	10%
Cc1cc(NC(=O)CSc2nnc(C3COc4ccccc4O3)n2C)no1 (stereo not given)	5%	0%	-5	-2	8	4	9	-2%	-0.2%	-3%	3%
CCN(C(=O)COc1ncnc2ccc(Br)cc12)C1CCS(=O)(=O)C1 (stereo not given)	-3%	0%	6	0	3	-6	3	3%	0.2%	-10%	1%
N#Cc1nc(COc2ccc(F)cc2)oc1NCCN1CCOCC1	-1%	-1%	-4	-3	7	-8	13	-1%	-0.1%	-1%	-21%
CNc1ccc(Br)cc(C(=O)/C=C/c2cc(OC)ccc2OC)c1=O	-14%	0%	-4	0	-10	5	1	-3%	-0.6%	-8%	-21%
COc1ccc(S(=O)(=O)N2CCN(C(=O)c3ccco3)CC2)c(C)c1C	?	-1%	-13	2	0	10	12	4%	-0.9%	10%	8%
COc1ccc(-c2nnc(SCC(=O)NCCC(C)C)nc2-c2ccc(OC)c(OC)c2)cc1OC	?	4%	1	0	-4	-24	5	·	-0.5%	·	?
CN1CCN(C(=O)C2=C[C@@H](c3coc4ccccc4c3=O)C[C@@H](OCCCCO)O2)CC1	0%	2%	5	3	1	0	-2	1%	0.4%	0%	-23%
Cc1ccc(NS(=O)(=O)c2ccc(-c3csc(C)n3)s2)c(C)c1	·	-7%	1	-1	-6	1	1	·	-0.5%	13%	-5%
COc1ccc(NS(=O)(=O)c2ccc(NC(=O)c3ccccn3)cc2)cc1	·	2%	5	·	0	2	4	·	0.3%	·	·
Cc1cc(/C=N/Nc2nc(N3CCOCC3)nc(N3CCOCC3)n2)c(C)n1-c1ccccc1	-5%	-7%	6	-2	6	-1	0	-2%	0.1%	1%	8%
Cc1ccccc1Nc1c(-c2ccccn2)nc2c(C)cccn12	-15%	1%	2	1	4	4	21	-1%	0.1%	1%	24%
c1cc(CSc2nnc(-c3ccc4c(c3)OCO4)o2)ccn1	-7%	5%	0	0	5	0	2	1%	-0.4%	-2%	8%
C=CCOc1nc(-c2ccccc2Cl)nc2ccccc12	·	7%	-2	2	-4	-7	8	-3%	-0.2%	-1%	6%

Single records, from the list above. Order of screens: Menin-MLL TR inh, USP2a inh, KCNH2 WT inh, FBPA coupling cs, KCNH2 3.1 block, Giardia kill, TRPV1 agonist, GALK inhibitor, B2AR arrestin, PKM2 activator, CXXC DNA block
Cc1ccccc1Nc1c(-c2ccccn2)nc2c(C)cccn12 reads -15%, 1%, 2, 1, 4, 4, 21, -1%, 0.1%, 1%, 24%
C=CCOc1nc(-c2ccccc2Cl)nc2ccccc12 reads ·, 7%, -2, 2, -4, -7, 8, -3%, -0.2%, -1%, 6%

The list continues:
SMILES	Menin-MLL TR inh	USP2a inh	KCNH2 WT inh	FBPA coupling cs	KCNH2 3.1 block	Giardia kill	TRPV1 agonist	GALK inhibitor	B2AR arrestin	PKM2 activator	CXXC DNA block
Cc1cccc(N2C(=S)N=C(Nc3c(C)cccc3C)C23CCOC(C)(C)C3)c1 (stereo not given)	-2%	-8%	-4	0	-6	-25	11	2%	0.1%	13%	-17%
COc1ccc(C(=O)N[C@H]2COC(C)(C)O[C@H]2c2ccccc2)cc1	-3%	1%	-13	-1	-16	-5	-5	0%	-0.1%	-5%	-1%
Cc1cc(NC(=O)CSCC(=O)N2CCN(c3cccc(C)c3C)CC2)no1	·	2%	1	·	-16	30	?	·	0.1%	·	·
Cc1ccc(Cn2c(=O)n(-c3ccccc3)c(=O)c3ccc(C(=O)NCc4ccco4)cc32)cc1	-6%	4%	-3	4	-11	7	10	·	-0.6%	-1%	17%
Cc1ccc(CN(C#N)c2nc(C)cc(C)n2)cc1	1%	5%	-8	3	0	2	6	0%	0.0%	-1%	1%
O=C(NC1CCCCC1)C(c1ccc(F)cc1)N(C(=O)Cc1ccsc1)c1ccc(F)cc1 (stereo not given)	?	-1%	-3	0	2	-1	0	-1%	-0.9%	1%	7%
CC(C)(C)CC(=O)N[C@@H](Cc1ccccc1)c1nc2ccccc2[nH]1	-17%	-1%	0	-17	-13	17	26	-2%	-0.2%	1%	9%
C/C(=N\Nc1cc(N2CCOCC2)ncn1)c1ccccc1	1%	-1%	-4	3	10	-18	1	4%	0.5%	-7%	-1%
O=S(=O)(c1ccc2nnn(O)c2c1)N1CCCCC1	10%	10%	-1	8	2	5	3	0%	-0.2%	3%	18%
CC(C)C(=O)c1cn(CC(=O)NCC2CCCO2)c2ccccc12 (stereo not given)	1%	-2%	-4	4	3	-24	9	4%	-0.2%	-3%	-4%
Cc1c(C(=O)N/N=C/c2cccnc2)nnn1-c1nonc1N	-4%	-2%	-2	0	13	?	1	0%	-0.1%	-4%	-16%
CC(C)CC(C(=O)O)N1C(=O)[C@@H]2[C@H](C1=O)[C@@H]1C[C@H]2C(Br)C1Br (stereo not given in full)	-2%	5%	-4	1	-1	-5	-4	-1%	-0.6%	-3%	-9%
Cc1ccc(CNC(=O)CCS(=O)(=O)c2ccc3c(c2)NC(=O)C(C)S3)cc1 (stereo not given)	-12%	0%	-4	0	4	5	-2	7%	-1.3%	0%	10%
O=C(NCc1nc2ccccc2[nH]1)c1cccc(S(=O)(=O)N2CCCCC2)c1	5%	8%	0	1	22	1	1	-1%	0.2%	6%	?
CN(c1ccccc1)c1nc(N)c([N+](=O)[O-])c(N2CCCCCC2)n1	·	3%	0	2	5	-2	?	-2%	-0.8%	8%	-2%
CCN1C(=O)Cc2cc(S(=O)(=O)NCCc3ccccc3)ccc21	17%	-6%	-2	2	-6	-6	-6	-1%	0.1%	-4%	-9%
CC(=O)c1cn(CC(=O)Nc2ccc(C)cc2)c2ccccc12	4%	5%	-11	2	-15	16	0	0%	0.0%	0%	12%
O=C(NCC(c1ccc(F)cc1)N1CCOCC1)c1ccc(OCc2ccccc2)cc1 (stereo not given)	·	-12%	4	·	-18	-22	·	·	0.0%	·	·
Cc1ccc(/C=N/NC(=O)C(O)c2ccccc2)o1 (stereo not given)	·	2%	1	2	-6	-10	-4	-2%	-0.8%	0%	-1%
Nn1c(SCC(=O)Nc2ccccc2Oc2ccccc2)nnc1C1CC1	·	0%	6	·	-7	-12	1	·	-0.2%	·	·

Quoted at random: 3 compounds from above
SMILES	Menin-MLL TR inh	USP2a inh	KCNH2 WT inh	FBPA coupling cs	KCNH2 3.1 block	Giardia kill	TRPV1 agonist	GALK inhibitor	B2AR arrestin	PKM2 activator	CXXC DNA block
O=C(NCC(c1ccc(F)cc1)N1CCOCC1)c1ccc(OCc2ccccc2)cc1 (stereo not given)	·	-12%	4	·	-18	-22	·	·	0.0%	·	·
CCN1C(=O)Cc2cc(S(=O)(=O)NCCc3ccccc3)ccc21	17%	-6%	-2	2	-6	-6	-6	-1%	0.1%	-4%	-9%
Cc1ccc(/C=N/NC(=O)C(O)c2ccccc2)o1 (stereo not given)	·	2%	1	2	-6	-10	-4	-2%	-0.8%	0%	-1%

Bioassay records deposited in PubChem by National Center for Advancing Translational Sciences (NCATS).
